High-throughput results deposited in PubChem BioAssay by several laboratories.
HTR1E agonist – activates the human 5-HT1E serotonin receptor; CHO 5-HT1E Ga15 NFAT-bla reporter, FRET; 0% DMSO wells, 100% control agonist wells; P28566; 65,000 tested, 0.69% active; activation, % at 6 µM; AID 574;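 active means activation above a set limit, the screen-wide mean activation plus 3 SD, cut at about 8.5% in these data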;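 further: 100% = positive control agonist at 1 µM giving full maximal response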
5HT1E antag – antagonists of human 5-HT1E serotonin receptor; P28566; CHO 5-HT1E Ga15 NFAT-bla reporter, FRET, antagonist; inhibition, % at 6 µM; 65,000 tested, 0.99% active; AID 571;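 active means inhibition above a set limit, the mean inhibition across every tested compound plus 3 SD, cut at about 29% in these data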;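 further: signal is the 460 over 535 nm emission ratio of beta-lactamase substrate; 0% = agonist plus DMSO wells and 100% = wells without agonist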
5-HT1A blocker – antagonists of human 5-HT1a serotonin receptor; CHO 5-HT1a Ga15 NFAT-bla reporter, antagonist mode; 62,000 tested, 0.68% active; AID 612; inhibition, % at 10 µM; P08908;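 active means inhibition above the mean of all tested compounds plus 3 SD, cut at about 43% in these data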;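 further: receptor stimulated by 5-CT agonist at 100 nM near EC80; beta-lactamase reporter measured by ratiometric fluorescence of a cleavable substrate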
MMP13 inh – inhibitors of human MMP13; P45452; MMP-13 fTHP FRET cleavage, Mca fluorescence; inhibition, % at 4 µM; 65,000 tested, 0.07% active;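 active means inhibition above the mean of compound-free control plate wells plus 3 SD, cut at about 14% in these data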;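 further: 0% = DMSO wells and 100% = wells with reference MMP-13 inhibitor after basal subtraction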
Autofluor 339 – intrinsic fluorescence of library compounds, ex339/em460 – biochemical, MLSMR library, data from DPM-DC assay, artefact control, profiling panel | compound autofluorescence, ex339/em460 nm, NADH buffer; hits give high values; 1 = no-compound wells, NADH background | fluorescence fold increase at 10 µM | 65,000 tested, 5.5% active | AID 709;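 active means at 10 µM, mean starting fluorescence two-fold or more over control wells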;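 further: signal is the first read of a kinetic run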
S1P3 agonist – agonists of human S1P3 receptor; S1P3 NFAT-BLA reporter cells, agonism, FRET ratio; relative to 1 µM S1P, basal subtracted; activation, % at 4.5 µM; 60,000 tested, 0.1% active; AID 373;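 active means activation above the screen-wide mean plus 3 SD, cut at about 4.5% in these data, passing the limit was not always enough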; further: some compounds called inactive have numbers as strong as hits
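Assay system: CHO cells stably expressing human S1P3, Gα16 and NFAT-β-lactamase reporter. Timing: overnight plating, 4 h compound 37 °C, 2 h substrate RT. Signal: β-lactamase FRET emission ratio 460/535 nm. Measure: percent activation versus median 1 µM S1P response, basal-subtracted, per plate. Repeats: primary screen single test, confirmation screen in triplicate.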
A340 absorber – absorbance at 340 nm | compound absorbance at 340 nm, fold over control | fold change at 10 µM | 65,000 tested, under 10 active | AID 708;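 active means at 10 µM dose, initial 340 nm absorbance at least 2 fold that of control wells; inactive means change under 2 fold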;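 further: initial absorbance extrapolated from kinetic A340 decline of NADH oxidation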
HER2 expr 66K – lowers expression of human Her2 kinase. P04626. SKBR-3 HER2 protein level, AlphaScreen, 18-24 h; hits give low values. HER2 level % of control, % at 10 µM. 65,000 tested, 0.69% active;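 active means HER2 level under 5% of the carrier-only control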;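 further: 100% = DMSO carrier and 0% = 500 nM PU-H71 HSP90 inhibitor; lower value means stronger loss of Her2 protein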
Target sequence (P04626 whole entry, looked up): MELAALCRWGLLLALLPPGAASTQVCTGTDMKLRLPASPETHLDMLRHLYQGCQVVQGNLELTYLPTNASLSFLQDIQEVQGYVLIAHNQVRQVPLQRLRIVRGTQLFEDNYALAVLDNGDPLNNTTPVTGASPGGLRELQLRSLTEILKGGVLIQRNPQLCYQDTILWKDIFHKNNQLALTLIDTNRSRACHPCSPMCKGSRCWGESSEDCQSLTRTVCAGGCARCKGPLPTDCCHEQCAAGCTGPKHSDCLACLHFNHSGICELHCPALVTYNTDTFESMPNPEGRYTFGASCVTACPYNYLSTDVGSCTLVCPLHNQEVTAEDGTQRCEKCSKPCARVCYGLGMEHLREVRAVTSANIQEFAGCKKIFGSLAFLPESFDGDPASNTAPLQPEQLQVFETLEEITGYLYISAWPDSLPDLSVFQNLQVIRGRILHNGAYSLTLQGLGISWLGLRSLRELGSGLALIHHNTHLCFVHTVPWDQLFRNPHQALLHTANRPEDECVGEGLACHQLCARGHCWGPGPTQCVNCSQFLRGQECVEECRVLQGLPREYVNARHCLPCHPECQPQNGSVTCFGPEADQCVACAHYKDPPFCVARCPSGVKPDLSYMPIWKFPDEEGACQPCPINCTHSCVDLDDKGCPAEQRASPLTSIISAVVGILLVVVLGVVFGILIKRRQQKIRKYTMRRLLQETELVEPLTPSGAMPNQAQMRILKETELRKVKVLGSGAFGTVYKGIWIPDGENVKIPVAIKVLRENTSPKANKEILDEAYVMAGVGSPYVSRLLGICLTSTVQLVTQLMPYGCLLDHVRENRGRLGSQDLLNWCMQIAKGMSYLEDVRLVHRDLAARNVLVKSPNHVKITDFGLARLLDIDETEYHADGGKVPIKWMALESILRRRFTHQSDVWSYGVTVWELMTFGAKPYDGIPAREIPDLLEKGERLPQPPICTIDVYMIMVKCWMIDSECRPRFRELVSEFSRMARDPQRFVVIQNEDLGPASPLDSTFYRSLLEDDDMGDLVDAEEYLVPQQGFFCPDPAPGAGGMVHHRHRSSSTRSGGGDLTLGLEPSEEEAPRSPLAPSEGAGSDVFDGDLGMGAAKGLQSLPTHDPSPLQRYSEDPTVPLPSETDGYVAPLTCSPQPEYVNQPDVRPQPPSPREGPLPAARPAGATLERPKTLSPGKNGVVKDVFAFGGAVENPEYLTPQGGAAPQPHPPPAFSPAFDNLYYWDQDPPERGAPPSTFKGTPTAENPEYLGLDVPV
S1P1 ag pot – activates or potentiates agonism at human S1P1 receptor | P21453 | S1P1 CRE-bla cells, forskolin, beta-lactamase FRET, potentiator mode; S1P1 agonist co-added at EC20, 2 nM; 100% = saturating reference agonist, 0% = basal | activation, % at 9.5 µM | 56,000 tested, 0.57% active;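 active means activation above a cutoff set at the mean activation of all tested compounds plus 3 SD, cut at about 54% in these data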;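 further: forskolin at 4 µM as EC80 and the EC20 agonist is SEW2871; 100% = SEW2871 at its EC100 plus forskolin at EC80; some compounds past the cut are filed as inactive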
The depositor's hits bear a star; · = not tested or not shown.

SMILES	HTR1E agonist	5HT1E antag	5-HT1A blocker	MMP13 inh	Autofluor 339	S1P3 agonist	A340 absorber	HER2 expr 66K	S1P1 ag pot
CCc1nc(NCCc2ccccn2)c2nnn(Cc3ccccc3F)c2n1	0.2	19	-12	6	1.1	-0.6	0.96	89	4
COc1ccc(C)cc1S(=O)(=O)Nc1ccc(F)cc1	-0.3	3	3	-8	1.1	-0.2	1	64	-22
CCOC(=O)CNC(=O)CSc1nnc(-c2cccc(OC)c2)n1CC	1.6	-3	3	4	1	-0.9	0.99	93	-8
COCc1nnc(NC(=O)CCCOc2ccccc2OC)s1	0.7	5	-9	-3	1.1	-0.2	1	84	3
N#C/C=C1/NC(=O)c2ccccc2S1	0.0	-1	13	-5	1	-0.6	1	90	-22
O=c1ccc(Oc2nc(N3CCCCC3)nc(N3CCCCC3)n2)n[nH]1	0.0	-10	16	0	1.1	-0.1	0.99	138	-10
CCCCn1c(SCC(=O)N2CCN(c3ccccc3)CC2)nc2ccsc2c1=O	0.2	8	14	2	1.1	·	1	160	·
COc1ccc(C(c2nnnn2Cc2ccccc2)N2CCN(c3nc4ccccc4s3)CC2)cc1 (configuration not stated)	0.6	-16	18	3	1.1	-0.3	0.99	80	-15
C=CCNC(=O)c1cnc2n(c1=O)CCS2	-1.2	-7	2	0	1.1	-0.3	1.1	100	-2
O=C(Cc1cn2ccsc2n1)Nc1ccccn1	0.2	-11	-7	-2	1	·	1.1	105	·
CCOC(=O)c1c(COc2ccccc2)oc2ccc(O)cc12	-0.5	8	20	4	1.1	-1.6	1	90	0
Cc1ccc(-c2cc(C(=O)N3CCN(C(=O)c4ccco4)CC3)no2)cc1	0.2	-15	8	4	1.1	-0.6	1	98	·
O=C(Nc1nc(-c2ccccc2)cs1)C1CCCCN1S(=O)(=O)c1ccccc1 (configuration not stated)	0.2	14	-4	-10	1.1	1.2	0.98	108	18
COC(=O)COc1ccc(-c2nn(C)c(=O)c3ccccc23)cc1	-0.8	4	4	4	1	-0.9	1	83	-4
CN1CCN(C(=O)C2CCN(S(=O)(=O)c3ccc4c(c3)oc(=O)n4C)CC2)CC1	-0.4	-8	-16	3	1	-0.3	0.98	113	-12
CCOc1ccc(-n2c(C)nc3cc(C(=O)NCc4ccco4)ccc32)cc1	0.8	3	13	-7	1.1	-0.6	1	120	2
CCCn1c(=O)c2c(c3ccccc31)OCC(=O)N2	-1.0	11	8	4	1	-0.6	1.1	175	-13
Cc1ccc(-c2nn(CCC(=O)NCC3CCCO3)c(=O)c3ccccc23)cc1 (configuration not stated)	0.0	-2	·	-7	1.1	0.2	1	94	8
COc1cc(S(=O)(=O)N2CCOCC2)cc(C(=O)c2nccn2C)c1OC	-0.5	-13	-2	-2	1.1	0.6	1	85	-34
COC(=O)Nc1nnc(SCc2ccc(C)cc2)s1	0.0	-6	7	3	1.1	-1.0	1	101	2

Reprinted from the part before: 5 entries, followed by the next part.
SMILES	HTR1E agonist	5HT1E antag	5-HT1A blocker	MMP13 inh	Autofluor 339	S1P3 agonist	A340 absorber	HER2 expr 66K	S1P1 ag pot
CCOc1ccc(-n2c(C)nc3cc(C(=O)NCc4ccco4)ccc32)cc1	0.8	3	13	-7	1.1	-0.6	1	120	2
CCCn1c(=O)c2c(c3ccccc31)OCC(=O)N2	-1.0	11	8	4	1	-0.6	1.1	175	-13
Cc1ccc(-c2nn(CCC(=O)NCC3CCCO3)c(=O)c3ccccc23)cc1 (configuration not stated)	0.0	-2	·	-7	1.1	0.2	1	94	8
COc1cc(S(=O)(=O)N2CCOCC2)cc(C(=O)c2nccn2C)c1OC	-0.5	-13	-2	-2	1.1	0.6	1	85	-34
COC(=O)Nc1nnc(SCc2ccc(C)cc2)s1	0.0	-6	7	3	1.1	-1.0	1	101	2
Cc1ccc(N2CC(C(=O)N3CCc4ccccc43)CC2=O)cc1 (configuration not stated)	-0.9	1	-7	-2	1.1	0.2	1	77	-11
COc1ccc(N2CC(C(=O)NCc3ccccc3)CC2=O)cc1 (configuration not stated)	0.6	1	-3	-3	1.1	0.3	1	65	·
COCc1nnc(NS(=O)(=O)c2ccccc2)s1	-0.4	-3	1	0	1.2	-0.6	1	94	14
c1ccc(-c2csc3ncn4cnnc4c23)cc1	-0.5	32*	9	-2	1	-1.1	1	102	1
CN(Cc1ccccc1)C(=O)c1cccc(NC(=O)c2ccco2)c1	-0.3	-4	1	0	1	-0.9	0.96	127	8
CCSC1=C(C#N)C(=O)n2c1cc1c2CCCC1	-1.1	0	15	5	1.1	-0.9	1	79	-41
O=C(Cc1ccccc1)N1CCC(c2nc3ccccc3[nH]2)CC1	-0.4	2	7	0	1.1	0.2	0.99	98	-20
Cc1ccc(C)c(OCC(=O)Nc2ccc3c(c2)OCO3)c1C	-0.9	12	31	-4	1.1	-0.6	1	60	7
CCOC(=O)c1[nH]c2ccc(C)cc2c1N	1.1	-3	·	-11	1.8	-1.4	1	111	-7
CN(C)CCCN1C(=O)C(=O)/C(=C(/O)c2ccncc2)C1c1cccnc1 (configuration not stated)	-0.6	-3	13	0	1.1	-0.9	1.1	89	9
CN(C)c1nc(N)nc(CSc2nc3cc(Cl)ccc3o2)n1	1.5	21	7	3	1.1	0.1	1	·	6
COc1ccccc1C(=O)NCc1ccc2c(c1)OCO2	-0.7	-2	-11	5	1	-1.1	1	99	-4
COc1cc(NS(=O)(=O)c2ccc(Br)s2)cc(OC)c1	0.0	2	3	2	1	-1.4	0.97	90	-2
Cc1cc(NC(=O)CS(=O)(=O)c2cn(Cc3ccccc3Cl)c3ccccc23)no1	-1.3	8	23	4	1.1	·	1	94	·
c1nc(N2CCCC2)c2[nH]cnc2n1	2.1	-3	-12	2	·	·	·	·	·
COc1cccc(C2=CC(c3ccc(OC)c(OC)c3OC)n3nnnc3N2)c1 (configuration not stated)	-0.1	13	13	0	1.2	0.4	1	63	-26
CC(=O)c1ccc(C(=O)Nc2ccc(N3CCOCC3)cc2)cc1	-1.1	-1	9	4	0.96	-0.9	1	69	6
O=C(NC1c2ccccc2-c2ccccc21)c1ccco1	-0.4	5	6	-3	1	-0.9	0.98	102	14
COc1ccccc1-c1nnc2sc(COc3ccc(F)cc3)nn12	-0.2	4	12	-10	1.1	-0.8	1	153	-8
Cn1c(=O)[nH]c(=O)c2c1nc(CN1CCN(Cc3ccccc3)CC1)n2CC(N)=O	0.5	-2	-13	4	1.1	-0.5	1	95	-6
NC(=O)c1oc2ccccc2c1NC(=O)c1ccco1	0.5	7	10	9	1.1	-1.1	1.1	36	7
COc1ccc(OC)c(NC(=O)C23CCC(C)(C(=O)O2)C3(C)C)c1 (configuration not stated)	-0.5	0	3	3	1.1	-0.1	0.99	99	-17
CNC(=O)c1c[nH]n2c(=O)c(Cc3ccccc3F)c(C)nc12	0.0	-10	-6	-11	1.2	-1.2	1	95	-19
CCOCCc1nnc(NC(=O)c2cccs2)s1	-0.3	5	9	3	1.1	-0.3	1.1	69	-5
CN(C(=O)COc1nnc(-c2cccs2)c(-c2cccs2)n1)c1ccccc1	0.6	-21	-1	-1	1	-0.3	1.1	109	-2
CCCC1C(C#N)=C(N)Oc2cc(C)n(C)c(=O)c21 (configuration not stated)	-0.6	-7	10	-16	1.6	-1.6	1	94	-9
Cc1ccc(N2CCN(S(=O)(=O)N(C)C)CC2)cc1Cl	-0.1	-5	-1	6	1.1	-0.3	1	105	·
CN(C(=O)COc1ccc(C(C)(C)C)cc1)C1CCS(=O)(=O)C1 (configuration not stated)	1.1	0	-9	1	1	-0.6	1.1	108	-13
COc1ccccc1NC(=O)CSc1nnc(-c2ccoc2C)n1CCc1ccccc1	0.6	7	13	-4	1	-0.6	0.98	86	18
CCN(CC)CCN1C(=O)c2oc3ccccc3c(=O)c2C1c1ccc(C)cc1 (configuration not stated)	-1.1	-3	4	-2	1	-0.2	1.1	79	-15
COc1ccccc1CNS(=O)(=O)c1ccc(NC(C)=O)cc1	-0.6	-3	-2	-3	1	-1.0	1	83	14
COc1ccc(-c2nn(C)c3sc(C(=O)N4CCOCC4)cc23)cc1OC	0.1	10	-6	-3	1.2	0.1	1	114	-20
CCOc1ccccc1C1C(C#N)=C(N)Oc2cc(C)n(Cc3ccccn3)c(=O)c21 (configuration not stated)	0.1	-12	-22	0	1.1	0.3	1	71	-15
CN=C(Nc1cc(C)nn1CCC#N)c1ccccc1	0.7	6	-9	-7	1	0.9	1	129	1
Cc1noc(C)c1CSc1nc2ccccc2[nH]1	-1.2	14	-2	-1	1.1	0.7	1	70	-5
CCN(CC)CCCNC(CC(=O)O)C(=O)O (configuration not stated)	-0.4	1	4	2	1.1	-1.2	1.1	103	0
O=C1CCc2cc(S(=O)(=O)N3CCCC3C(=O)N3CCN(c4ccccc4F)CC3)ccc2N1 (configuration not stated)	0.4	0	-6	4	1	0.2	1	82	-7
CCc1nnc(NC(=O)C(C)N2C(=O)C3C4C=CC(C4)C3C2=O)s1 (configuration not stated)	-0.5	-3	4	-16	1	0.0	0.97	73	-5
CCOc1ccc(C(=O)N2CCN(C(=O)c3ccco3)CC2)cc1OCC	-0.8	9	3	1	1.1	0.2	1	94	-7
Cc1cc(C)nc(NS(=O)(=O)c2ccc(N)cc2)n1	0.0	-14	·	8	1	-3.3	0.98	120	-1
CN(C(=O)CSc1nnc(NC2CCCCC2)s1)C1CCS(=O)(=O)C1 (configuration not stated)	-0.8	0	0	-3	0.8	-0.7	0.97	83	-18
O=C(N1CCN(CCO)CC1)N1c2ccccc2C=Cc2ccccc21	0.8	6	4	4	1.1	-0.5	1.1	82	11
COc1cccc(N2CC(C)Cn3c2nc2c3c(=O)n(CCN3CCOCC3)c(=O)n2C)c1 (configuration not stated)	0.8	2	-5	5	1.1	-1.7	1.1	112	3
Cc1ccc(Cn2c(SCC(=O)Nc3cc(C)on3)nc3ccccc3c2=O)cc1	-0.7	1	2	2	1.1	-1.1	0.99	83	-12
O=C(O)C1CC1c1ccc(Br)cc1 (configuration not stated)	-0.2	0	-10	4	1	0.6	0.99	102	3
Cc1cc(=O)[nH]c(SCC(=O)N2CCN(C(c3ccccc3)c3ccccc3)CC2)n1	-0.4	-5	2	-3	1.1	0.7	1.1	100	-2
COc1ccc(S(=O)(=O)N(CCc2ccccc2)CC(=O)N2CCOCC2)cc1	-0.1	14	-21	4	1	·	1	74	·
Cc1cc(=O)[nH]c(SCC(=O)C23CC4CC(CC(C4)C2)C3)c1C#N	1.0	3	14	4	1.1	-1.3	1	34	13
c1nnc2c3c4c(sc3ncn12)CCCC4	-1.0	7	6	-2	1.1	-1.3	1	88	-3
COc1ccc(N2CCN(C(=O)CSc3nnc4nc(C)cc(C)n34)CC2)cc1	-1.2	11	2	4	1.1	0.0	1	91	12

No enrichment for hits. About 8.5% of those tested had a hit in this group.
